# From PubChem BioAssay
# PLK1 PBD block – qHTS for Inhibitors of PLK1-PDB (polo-like kinase 1 - polo-box domain): Primary Screen. Plk1 PBD binding of FITC phosphopeptide, fluorescence polarization. Potency, µM, without a hit: max response, negative = inhibition, usual class: inhibitors. actives 2.8% (n = 360,000); further: potency means the concentration at half of the fitted maximal effect; series mostly up to about 57 µM; on the % scale 0 is the no-effect control and ±100 the full control effect; nearly all actives have a fitted effect of over 65% in size
# EPAC1 antag – qHTS for Antagonist of cAMP-regulated guanine nucleotide exchange factor 3 (EPAC1): primary screen; Rap guanine nucleotide exchange factor 3 (Homo sapiens), O95398; EPAC1 GEF assay, Rap1b-BODIPY-GDP exchange fluorescence; Potency, µM (highest dose often 115 µM), inactives show at the top dose activity change, negative = inhibition, usual class: inhibitors; actives 0.14% (n = 360,000);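 further: potency means the concentration at half of the fitted maximal effect; plate controls were vehicle for no effect and positive control for full effect; nearly all actives have a fitted effect of over 50% in size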
# Target sequence (O95398 whole entry, looked up): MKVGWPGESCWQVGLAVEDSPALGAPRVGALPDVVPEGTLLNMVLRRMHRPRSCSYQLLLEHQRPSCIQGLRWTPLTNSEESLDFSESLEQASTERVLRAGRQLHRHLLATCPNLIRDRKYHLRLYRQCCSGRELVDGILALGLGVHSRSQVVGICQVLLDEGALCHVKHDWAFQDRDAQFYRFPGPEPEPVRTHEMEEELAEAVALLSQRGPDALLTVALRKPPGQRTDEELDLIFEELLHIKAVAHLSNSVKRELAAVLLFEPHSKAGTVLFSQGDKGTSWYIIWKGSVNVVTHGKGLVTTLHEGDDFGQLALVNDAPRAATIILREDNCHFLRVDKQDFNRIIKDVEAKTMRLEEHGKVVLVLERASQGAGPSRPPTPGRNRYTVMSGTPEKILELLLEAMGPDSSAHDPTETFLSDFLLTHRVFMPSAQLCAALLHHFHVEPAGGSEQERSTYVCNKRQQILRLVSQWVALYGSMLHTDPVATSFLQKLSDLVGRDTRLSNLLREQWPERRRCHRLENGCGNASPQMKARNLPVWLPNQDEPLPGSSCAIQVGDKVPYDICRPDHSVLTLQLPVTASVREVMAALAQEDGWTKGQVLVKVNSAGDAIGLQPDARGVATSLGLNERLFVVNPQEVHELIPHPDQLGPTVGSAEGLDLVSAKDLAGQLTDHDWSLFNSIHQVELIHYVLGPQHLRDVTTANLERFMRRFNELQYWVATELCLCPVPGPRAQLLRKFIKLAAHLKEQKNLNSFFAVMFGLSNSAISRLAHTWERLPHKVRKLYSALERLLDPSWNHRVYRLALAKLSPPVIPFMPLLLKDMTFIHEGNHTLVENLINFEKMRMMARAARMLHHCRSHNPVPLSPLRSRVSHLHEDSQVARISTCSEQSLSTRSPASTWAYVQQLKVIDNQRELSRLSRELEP
# Mm-Cpn inhibitor – Inhibitors of TCP-1 ring complex (TRiC) of Methanococcus maripaludis (MmCpn): qHTS; Chaperonin Mm-Cpn (Methanococcus maripaludis); purified Mm-Cpn ATPase, ADP Transcreener TR-FRET; Potency, µM (highest dose often 76.9 µM), for inactives: at the highest dose activity, negative = inhibition, most hits filed as inhibitors; actives 0.031% (n = 330,000); AID 504842, 2011; further: potency means the concentration at half of the fitted maximal effect; on the % scale 0 is the no-effect control and ±100 the full control effect; nearly all actives have a fitted effect of over 80% in size
#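 Purified archaeal chaperonin (25 nM final) was preincubated with compound for 10 min at 37°C, then ATP (10 uM final) was added for 30 min at 37°C in Tris pH 7.4/KCl/MgCl2/DTT buffer. ADP was quantified by HTRF Transcreener TR-FRET.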
# EPAC2 antag – qHTS for Antagonist of cAMP-regulated guanine nucleotide exchange factor 2 (EPAC2): primary screen. Potency, µM (top dose mostly 114 µM), inactives show top-dose activity, negative = inhibition, actives largely listed as inhibitors. AID 720708, 2013. actives 0.18% (n = 360,000). EPAC2 GEF exchange of Rap1B-BODIPY-GDP, fluorescence; further: potency means the concentration at half of the fitted maximal effect; on the % scale 0 is the no-effect control and ±100 the full control effect; nearly all actives have a fitted effect of over 45% in size; many of its hits are not listed in these tables
# EPAC1 agonist – qHTS for Agonist of cAMP-regulated guanine nucleotide exchange factor 3 (EPAC1): primary screen; EPAC1 agonist qHTS, biochemical assay; response scale: 100% = response to 6.5 mM cAMP; Rap guanine nucleotide exchange factor 3 (Homo sapiens), O95398; Potency, µM (series often up to 154 µM), for inactives: top-dose activation, hits mostly activators; actives 0.073% (n = 360,000); further: potency means the concentration at half of the fitted maximal effect; nearly all actives have a fitted effect of over 60% in size
#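 EPAC1 100 nM, Rap1B–BODIPY-GDP 250 nM, unlabeled GDP 50 uM; compound titration; 5 min RT; kinetic read ex480/em540 at 5-min intervals ×30 min; data normalized to 6.5 mM cAMP agonist control.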
# CCT chaperon mod – High-Throughput Screening for Modulators of Cytosolic Chaperonin Activity; purified chaperonin ATPase assay, HTRF ADP detection, 30 min; activity change, % (test concentration not listed), hits read low; actives 0.3% (n = 360,000); in the data active means activity change below about -30%; further: on the % scale 0 is the no-effect control and ±100 the full control effect
#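 First, chaperonin was dispensed at 40 nM or 20 nM final depending on batch activity. Next, compounds were pinned at 76 uM and ATP added at 10 uM. After 30 min at 37 °C, ADP detection reagents ran 30 min at ambient temperature.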
# PI5P4K alpha inh – qHTS for Inhibitors of phosphatidylinositol 5-phosphate 4-kinase (PI5P4K) | actives 1.2% (n = 330,000) | max response, % | AID 652105, 2013 | PI5P4Kalpha enzyme, ADP-Glo luminescence, 60 min; active compounds read low; active means max response of -50% or lower; inconclusive means between -30% and -50%; inactive means -30% or higher; further: value at the top dose of about 77 µM; on the % scale 0 is the no-effect control and ±100 the full control effect
#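 Reactions run in 0.038 M HEPES pH 7.4, 0.28 mM EGTA, 0.1% CHAPS and 5% DMSO, with PI5P4Kalpha, substrate, compound and 5 microM ATP final, one hour at room temperature. Readout is ADP-Glo luminescence.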
# WRN inhibitor – qHTS for Inhibitors of WRN Helicase; Bifunctional 3'-5' exonuclease/ATP-dependent helicase WRN (Homo sapiens), Q14191; WRN helicase unwinding, fluorescent forked duplex, kinetic; Potency, µM (titrated, usually from 114 µM), without a hit: at the highest dose activity change, negative = inhibition, hits mostly inhibitors; actives 0.46% (n = 360,000); AID 651768, 2012; further: potency means the concentration at half of the fitted maximal effect; on the % scale 0 is the no-effect control and ±100 the full control effect; nearly all actives have a fitted effect of over 55% in size
#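 Primary qHTS, 1536-well format. 20 nM WRN + compound, 15 min RT; start with 100 nM forked fluorophore/quencher duplex, 2 mM ATP (final); kinetic read ex 525/em 598 nm.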
# Active calls of the source: *; ? = inconclusive; . = not tested or not shown; & = joins results of further samples; [ ] = another dose, or the depositor's remark. Unless noted, the call rests on the fitted dose curve; in most records, active means well fitted curve in the direction sought with a large enough effect; inconclusive means small, poorly fitted or top-dose-only effect, or another doubt; inactive means no such curve, though single readings can be large; an effect the other way counts as inactive or inconclusive. Only part of the results is shown; rates above refer to the full screens.
SMILES,PLK1 PBD block,EPAC1 antag,Mm-Cpn inhibitor,EPAC2 antag,EPAC1 agonist,CCT chaperon mod,PI5P4K alpha inh,WRN inhibitor
O=C(O)c1cccc(N/N=C/c2sc(N3CCOCC3)nc2-c2ccccc2)c1,-19%,0%,-11%,-4%,-9%,-1.7,?,-15%
C/C(N)=C(/C#N)C(=O)CSc1nc2ccccc2n1CC(C)C,-13%,-25%,-1%,-3%,0%,-1.1,-16,4%[57.1 µM]
CC(C)CC1NC(=O)c2cccnc2-n2c1nc1cc(F)ccc1c2=O (stereo not given),-5%,-7%,.,3%,-17%,0.1,2,1%
Cc1nn(Cc2ccc([N+](=O)[O-])cc2)c(=O)n1-c1ccc(F)cc1,-6%,1%,-6%,-1%,7%,-1.0,.,4%
COc1ccc(C2=C(Nc3ccc(C)cc3)c3ccccc3C2=O)cc1,-2%,0%,-1%,8%,-7%,0.1,-1,-1%
CC(C)N(Cc1ccccc1)C(=O)/C=C/c1ccccc1[N+](=O)[O-],-10%,-29%,1%,-25%,-3%,2.2,-1,-13%
COc1cc(/C=C2\SC(=O)NC2=O)ccc1OCC(=O)N1CCOCC1,-5%,-2%,-1%,-1%,6%,-0.1,-12,-16%
COc1ccc(NC(=O)CN2CCN(c3ccccc3Cl)CC2)cc1,-17%,0%,-1%,1%,-9%,0.8,-1,2%
Cc1cccc(N=CC=C2OC(C)(C)C(C)(C)O2)c1,2%,0%,-2%,0%,-18%,-4.0,4,-30%[57.1 µM]
Brc1ccccc1OCCCCn1cnc2ccccc21,-11%,-9%,3%,?,4%,3.4,17,-30%
CCOc1ccc(S(=O)(=O)Nc2cccc(C(=O)N(C)CC(=O)Nc3ccc(OC)cc3)c2)cc1,-4%,4%,.,-6%,3%,-0.9,-3,0%
COC(=O)C1C(=O)C(C(=O)/C=C/c2ccccc2)C(=O)CC1(C)C (stereo not given),-10%,-27%,-1%,-5%,-6%,2.9,1,-11%
Cc1ccc(CSc2nnc(-c3cccnc3)n2N)cc1,-4%,6%,2%,5%,-4%,2.0,.,9%
CCOC(=O)C1=C(N)N2C(=O)C(C)SC2=C(C(=O)OC)C1c1ccccc1OC (stereo not given),-8%,?,-2%,-25%,-4%,0.1,14,-9%
CC1(C)Cc2nc3[nH]c(=S)[nH]c(=O)c3cc2CO1,-8%,-15%,0%,-10%,9%,0.5,-19,-8%
CCOC(=O)C(C)Sc1ncc(OC)c(=O)[nH]1 (stereo not given),-1%,1%,2%,-1%,9%,-0.3,-1,-2%
COc1ccc(-c2n[nH]c(C)c2-c2cnn(-c3ccccc3)c2)c(O)c1C,-5%,?,-2%,-16%,29%,-0.6,6,-21%
CCN(CC)C(=O)CSc1nc2ccccc2c(=O)n1CCC(=O)NCc1ccc(F)cc1,1%,6%,-8%,9%,-5%,0.5,2,-4%
CS(=O)(=O)C1=NN2C(=N)/C(=C\c3ccc(OCCOc4ccccc4)cc3)C(=O)N=C2S1,27µM*,-11%,0%,-1%,5%,-1.1,?,-25%
CC(C)(C)C1(C)OC(C(N)=O)C(C(N)=O)O1 (stereo not given),-6%,9%,0%,-4%,-1%,-0.9,-5,5%
Cc1nc2ccccn2c1-c1csc(Nc2cccc(C(=O)O)c2)n1,-4%,-11%,-14%,-8%,-8%,-1.4,-23,-21%
CC(C)(C)OC(=O)NCc1ccc(CNC(=O)c2nc[nH]c2C(=O)N2CCc3ccccc3C2)cc1,-5%,-15%,-2%,-22%,-11%,-2.7,0,-5%
COc1ccc(-c2cc(C(=O)N(C)Cc3ccccc3F)c3ccccc3n2)cc1OC,-2%,-24%,-3%,-13%,14%,-1.0,10,-1%
CC(=O)c1cccc(NC(=O)Nc2ccc3c(c2)N(C)C(=O)CS3)c1,0%,-2%,0%,-10%,4%,2.4,.,-25%
Cc1ccc(NC(=O)C2Cc3ccccc3O/C2=N\O)cc1C (stereo not given),-5%,1%,1%,-16%,8%,0.9,4,4%
CN(C(=O)c1ccc(NC(=O)Cc2cccc(NC(=O)C3CCCN(C(=O)c4ccccc4)C3)c2)cc1)C1CC1 (stereo not given),-9%,6%,.,-3%,-5%,-0.4,-5,4%
CC1(C)c2[nH]c3ccccc3c2C[C@H]2C(=O)N(CCCCCO)CC(=O)N21,-3%,-5%,-21%,1%,4%,0.8,8,-5%
Cc1cccc(Nc2cc(C)nc3ccccc23)c1,5%,-9%,-7%,-10%,1%,-3.9,0,-13%
Cc1cc(C)nc(NC(=O)c2ccc(COc3ccccc3Cl)cc2)c1,-8%,-13%,-2%,1%,-15%,-0.6,6,-10%
O=C(C[n+]1ccccc1)N/N=C/c1cccc(Cl)c1Cl,-3%,-1%,0%,-2%,2%,-0.4,6,6%
CC(C)(C)[C@@H]1C=C(C(=O)N2CCN(Cc3ccccc3)CC2)O[C@H](OCc2ccc(CO)cc2)C1,-4%,-28%,.,-18%,-13%,2.1,3,-11%
Cc1cc(C)c2c(N)c(C(=O)NN)sc2n1,-2%,-6%,0%,-5%,6%,-3.5,2,-10%
C[C@@H]1CN([C@H](C)CO)C(=O)CCCn2cc(nn2)CO[C@H]1CN(C)S(=O)(=O)c1ccc(C#N)cc1,-24%,14%,.,5%,11%,1.7,4,0%
O=C(O)CCCN1C(=O)NC2NC(=O)NC21 (stereo not given),-7%,3%,-3%[15.4 µM],3%,-2%,0.8,-27,5%
O=C(Cc1ccc(NS(=O)(=O)c2ccc(F)cc2)cc1)NCc1ccccc1,-4%,-14%,0%,2%,1%,-0.4,-4,0%
C=CCNC(=O)c1cc2cccc(OC)c2oc1=O,-4%,-6%,1%,3%,3%,1.1,-1,1%
CCOC(=O)[C@]12CCCC=C1N(Cc1ccco1)C(=O)[C@H](CC(=O)NCC1CCCCC1)C2,-4%,-18%,.,0%,-6%,0.4,2,4%
O=C(NC1CCCCC1)C(c1ccccc1)N(C(=O)Cc1ccsc1)c1ccccc1 (stereo not given),-2%,-3%,1%,1%,4%,-3.8,.,-2%[57.1 µM]
CC(C)c1nnc(SCC(=O)N2CCc3ccccc32)n1N,?,-15%,1%,-2%,-1%,0.7,0,-11%
Cc1nc2ccc(C(=O)NC(C)(C)C)cn2c1N(C)C(=O)CCc1ccccc1,-5%,-6%,.,3%,1%,0.5,1,1%
O=C(CNS(=O)(=O)c1ccccc1)N1CCN(Cc2ccccc2)CC1,0%,-4%,0%,6%,8%,-2.2,6,-20%
COc1ccc(CN(C)CC(=O)Nc2ccc(SC(F)F)cc2)cc1OC,27µM*,-12%,-1%,-12%,2%,0.3,-1,0%
Cc1ccc(S(=O)(=O)CCC(=O)OCC(=O)Nc2cccc(S(=O)(=O)N3CCCCC3)c2)cc1,-7%,-11%,.,14%,22%,-1.5,-8,-5%
CN1CCCN(C(=O)Cc2c(Cl)cccc2Cl)c2nc3ccccc3nc21,0%,-10%,0%,-9%,15%,-0.7,9,-5%
CCOC(=O)Nc1ccc(S(=O)(=O)Nc2nc(C)cc(C)n2)cc1,2%,9%,2%,20%,-6%,0.8,.,-1%

# An excerpt from above in order of molecular weight, highest first:
SMILES,PLK1 PBD block,EPAC1 antag,Mm-Cpn inhibitor,EPAC2 antag,EPAC1 agonist,CCT chaperon mod,PI5P4K alpha inh,WRN inhibitor
CC(C)(C)[C@@H]1C=C(C(=O)N2CCN(Cc3ccccc3)CC2)O[C@H](OCc2ccc(CO)cc2)C1,-4%,-28%,.,-18%,-13%,2.1,3,-11%
COc1ccc(CN(C)CC(=O)Nc2ccc(SC(F)F)cc2)cc1OC,27µM*,-12%,-1%,-12%,2%,0.3,-1,0%
Cc1nc2ccc(C(=O)NC(C)(C)C)cn2c1N(C)C(=O)CCc1ccccc1,-5%,-6%,.,3%,1%,0.5,1,1%

# (next part)
SMILES,PLK1 PBD block,EPAC1 antag,Mm-Cpn inhibitor,EPAC2 antag,EPAC1 agonist,CCT chaperon mod,PI5P4K alpha inh,WRN inhibitor
Cc1cccn2c(=O)c3cc(C(=O)NCCN4CCOCC4)c(=N)n(CCc4ccccc4)c3nc12,-4%,11%,-3%,-9%,6%,2.1,0,-2%
CCN1CCN(Cc2ccc(NC(=O)c3ccc(C)c(NC(=O)C[C@@H]4NC(=O)[C@H](Cc5ccccc5)NC4=O)c3)cc2C(F)(F)F)CC1,3%&-19%,0%&-16%,0%,6%&5%,1%&-3%,0.6&-2.6,1&-9,-6%&6%
CC(C)NC(=O)N(C)C[C@@H]1OCc2cnnn2CCCC(=O)N([C@H](C)CO)C[C@H]1C,-12%,1%,.,2%,9%,3.0,0,-3%
CSc1ncccc1C(=O)Nc1ccc2c(c1)OCCO2,1%,-21%,3%,-1%,-3%,0.7,-5,-23%
COc1ccc(-c2nc3c(Cl)cc(C(F)(F)F)cn3c2Cc2ccc(C)cc2)cc1OC,-1%,-18%,.,-21%,-22%,-1.1,-2,-17%
O=C(N/C(=N\O)c1ccccc1)Nc1ccc(Cl)cc1,-14%,16%,2%,1%,-5%,0.1,5,-13%[57.1 µM]
NC(=O)c1cc(S(=O)(=O)NCc2cccc(Br)c2)cs1,5%,-15%,-7%,10%,-5%,-2.3,2,2%
COc1ccc(NC(=O)C(=O)NCCN2CCN(C(=O)c3cccs3)CC2)cc1,-12%,2%,0%,-1%,3%,-1.2,2,6%
Cc1ccc(-c2ocnc2C(=O)Nc2nc(C)cs2)cc1,4%,4%,0%,-4%,-2%,2.8,0,2%
O=C(NC1CCS(=O)(=O)C1)Oc1ccccc1 (stereo not given),27µM*,-3%,-1%,6%,2%,0.4,-15,13%
O=C(Nc1cc(C(F)(F)F)ccc1N1CCOCC1)c1cccs1,0%,12%,2%,6%,-8%,-0.5,-1,6%
Cc1ccc(NC(=O)COC(=O)CCC(=O)c2ccc(C(C)(C)C)cc2)c([N+](=O)[O-])c1,-11%,4%,0%,-2%,6%,1.1,-4,-12%
CC(C)c1ccc(OCC(=O)Nc2ccccc2C(=O)N2CCOCC2)cc1,3%,-5%,0%,2%,-2%,-1.0,1,-6%
COc1ccc(S(=O)(=O)N2CCC(C(=O)N3CCCCC3)CC2)cc1Cl,1%,9%,-26%,7%,3%,2.2,.,-10%
